Source: PubChem BioAssay
miR-122 sensor = inhibitors of miR-122 in Huh7 cells; hit rate 0.3% among 340,000; activation (reporter increase), % at 12.5 µM; Huh7 miR-122 Renilla luciferase sensor, 48 h; neutral wells = 0, positive control = 100; AID 602342;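 active means mean replicate activation score at least 90 and every replicate individually at or above 90; inconclusive means only one of the two criteria met; inactive means neither criterion met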;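 further: higher luciferase means less miR-122 activity so hits act as miR-122 inhibitors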
ERp5 block = inhibitors of human ERp5; Q15084; ERp5 insulin aggregation, absorbance 650 nm, 90 min; inhibition, % at 9.99 µM; hit rate 0.05% among 350,000; AID 651711;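 active means mean replicate inhibition above about 25%, with every replicate also reaching it, limit read from the data, passing the limit was not always enough; inconclusive means only one of those two criteria met; inactive means neither criterion met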
Target sequence (Q15084 whole entry, looked up): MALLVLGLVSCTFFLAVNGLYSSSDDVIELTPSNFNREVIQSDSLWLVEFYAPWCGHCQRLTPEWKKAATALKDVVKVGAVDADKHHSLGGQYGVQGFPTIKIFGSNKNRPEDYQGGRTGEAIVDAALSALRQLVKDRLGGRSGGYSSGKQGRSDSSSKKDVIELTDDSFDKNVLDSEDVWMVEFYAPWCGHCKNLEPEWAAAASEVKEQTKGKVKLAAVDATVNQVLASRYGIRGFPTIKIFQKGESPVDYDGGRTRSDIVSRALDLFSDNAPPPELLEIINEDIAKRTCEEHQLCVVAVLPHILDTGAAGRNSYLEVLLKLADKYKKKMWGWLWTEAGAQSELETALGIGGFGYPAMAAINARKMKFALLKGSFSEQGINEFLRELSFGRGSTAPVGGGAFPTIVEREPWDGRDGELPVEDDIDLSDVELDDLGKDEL
esBAF inh = blocks esBAF chromatin remodeling in mouse ES cells. Bmi1-luciferase knock-in reporter, 24 h; 100% = twice the neutral-well signal. reporter increase, % at 12.5 µM. hit rate 2% among 350,000. AID 602393; in the data active means activation above about 40%; inconclusive means no clear call, values can overlap the other calls;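 further: 0% = median of the plate's neutral control wells and 100% = double that signal; a rise in the Bmi1 reporter signal indicates esBAF inhibition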
Cneo AK release = causes C. neoformans cell lysis | lysis activity, % at 15 µM | adenylate kinase release luminescence, 4 h; normalised: neutral wells 0, clomiphene wells 100 | AID 651654 | hit rate 0.2% among 360,000;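 active means mean lysis activity across replicates of at least 80%, whatever share of replicates individually reach that level; inactive means mean lysis activity below 80%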
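Material – log-phase Cryptococcus neoformans yeast cells · Input – 5 × 10^6 yeast cells/mL · Medium – fresh YPD growth medium · Doses – single compound concentration per well · Timing – static 4 h at 37 °C with compound, 1 h detection · Detection – adenylate kinase release luminescence · Read-out – signal increase indicating cell lysis · Control set – Clomiphene as positive lysis control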
SIRT5 inh = inhibitors of human sirtuin-5 desuccinylase; Q9NXA8; Purified SirT5, succinyl-peptide AMC, trypsin-coupled fluorescence; inhibition, % at 15 µM; hit rate 1.1% among 330,000; in the data active means inhibition above about 15%; inconclusive means no clear call, values can overlap the other calls
Target sequence (Q9NXA8 whole entry, looked up): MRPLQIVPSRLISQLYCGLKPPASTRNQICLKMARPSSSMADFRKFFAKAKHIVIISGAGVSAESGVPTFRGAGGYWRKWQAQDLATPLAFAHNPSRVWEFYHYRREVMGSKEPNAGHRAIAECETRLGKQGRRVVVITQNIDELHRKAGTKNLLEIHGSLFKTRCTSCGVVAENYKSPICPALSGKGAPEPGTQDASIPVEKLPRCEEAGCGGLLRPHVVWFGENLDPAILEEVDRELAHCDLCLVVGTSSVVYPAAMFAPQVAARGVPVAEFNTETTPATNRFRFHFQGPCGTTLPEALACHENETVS
C2C12 statin = suppressors of simvastatin-induced myotoxicity in C2C12 myotubes. ATP luminescence, 48 h; scaled: DMSO 0, geranylgeraniol control 100. rescue of ATP level, % at 7.49 µM. hit rate 0.78% among 330,000;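 active means mean ATP rescue above about 67%, or every replicate alone reaching that limit, limit read from the data, passing the limit was not always enough; inconclusive means no clear call, values can overlap the other calls; inactive means mean under the limit and some replicate under it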;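 further: myotubes were challenged with 10 µM simvastatin during compound exposure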
ARNT TACC3 PPI = disrupts binding between human ARNT and TACC3. AlphaScreen His-ARNT PAS-B/GST-TACC3 binding, luminescence; TACC3 fragment carries E629A point mutation. inhibition, % at 9.99 µM. AID 623870. Q9Y6A5. hit rate 0.66% among 390,000;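 active means mean inhibition of replicates at least 50% and at least half of replicates each reaching 50%; inconclusive means half or more replicates reach 50% but mean below 50%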;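 further: 0% = complete ARNT plus TACC3 wells and 100% = ARNT alone without TACC3; many hits fall short of the cut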
* = called active by the depositor; ? = inconclusive; . = not tested or not shown; [ ] = another dose, or the depositor's remark.

canonical_smiles,miR-122 sensor,ERp5 block,esBAF inh,Cneo AK release,SIRT5 inh,C2C12 statin,ARNT TACC3 PPI
CCC(C)c1ccc(NC(=O)c2cnn3c(C(F)F)cc(C)nc23)cc1 (configuration not stated),-5,0,.,2,-4,.,.
COc1cccc(-c2cnc3c(c2)C(=O)N([C@@H](C)CO)C[C@@H](C)[C@H](CN(C)Cc2cccnc2)O3)c1,0[16.7 µM],7,-3,-1,1,0,5
COCCCN(CCC#N)C(=O)c1c(-c2c(Cl)cccc2Cl)noc1C,-3,-1,-1,-3,-3,6,-6
COc1ccc(C(=O)Nc2ccc3c(c2)Cc2ccccc2-3)cc1,-2,.,8,-2,.,-27,.
C[C@@H]1CCCCO[C@@H](CN(C)S(C)(=O)=O)[C@@H](C)CN([C@H](C)CO)C(=O)c2cc(NC(=O)CCCN(C)C)ccc2O1,2[16.7 µM],-1,4,-2,0,2,-7
COc1ccc(NC(=O)Nc2ccc3c(c2)CC(=O)N([C@@H](C)CO)C[C@@H](C)[C@H](CN(C)C(=O)Nc2ccccc2)O3)cc1,4[16.7 µM],-2,-8,-1,1,1,-11
O=C(C[C@@H]1C=C[C@H](NC(=O)Nc2ccc(F)cc2)[C@H](CO)O1)NCc1cccc(F)c1,.,.,6,0,1,3,0
CC(=O)Nc1ccc(NC2CCCCC2NS(=O)(=O)c2ccc(Cl)cc2)cc1 (configuration not stated),5,2,0,.,-3,15,2
CC12CN3CC(=O)N4CC5(C)CN(CC(C)(C4)C5=O)C(=O)CN(C1)CC(C)(C3)C2=O,-6,.,4,-3,.,6,-7
O=C1N=C2SCCN2/C1=C\c1c(Cl)cccc1Cl,.,.,-13,1,.,24,-3
CCn1c(SCc2ccc(OC)cc2)nnc1-c1ccncc1,-6,-2,-4,2,-5,-20,-2
Cc1nc2c(-c3ccccc3)c(C)nn2c(SCC(N)=O)c1Cc1ccccc1,-5,3,-2,-2,-3,8,.
Cc1nn(Cc2cccc(C(=O)NC34CC5CC(CC(C5)C3)C4)c2)c(C)c1Br,-11,.,2,57,.,.,3
Cc1cccc(N2CCN(c3cccc(C)c3)C2c2cccnc2)c1,-7,.,12,-1,.,-20,-2
CCCN(CC(=O)Nc1ccccc1C)C(=O)Cc1c[nH]c2ccccc12,-3,-1,-12,-3,9,-7,0
CCCCOc1ccc(-c2nnc(-c3ccco3)o2)cc1,4,.,-2,0,.,15,-12
CN1C(=O)c2cc(NC(=O)c3cccs3)ccc2OC[C@@H]2O[C@@H](CC(=O)N3CCCCC3)CC[C@H]21,20[16.7 µM],-2,-4,-2,-3,9,-4
C=CCNC(=S)Nc1ccc2nc(C)c(C)nc2c1,12,.,?,0,.,-9,-1
O=C(N/N=C/c1cccnc1)C1CC1(c1ccccc1)c1ccccc1 (configuration not stated),.,7,.,.,-3,.,40
Cc1ccccc1S(=O)(=O)N(C)C[C@@H]1OCc2ccccc2-c2c(n(C)c3ccccc23)C(=O)N([C@@H](C)CO)C[C@H]1C,.,5,4,2,5,.,21

canonical_smiles,miR-122 sensor,ERp5 block,esBAF inh,Cneo AK release,SIRT5 inh,C2C12 statin,ARNT TACC3 PPI
COc1ccc(C(CNC(=O)C(C)Oc2ccc(Br)cc2)N2CCOCC2)cc1 (configuration not stated),3,-3,.,-2,-14,2,1
CC1CCc2nc3ccc(S(=O)(=O)N4CCC(C(=O)N5CCCCC5)CC4)cc3c(C(=O)O)c2C1 (configuration not stated),-3,5,1,1,3,2,6
CC(C)=CCN1CCN(Cc2cccn2-c2nccs2)CC1CCO (configuration not stated),.,2,.,.,-2,.,4
C[C@H](O)C#Cc1ccc2c(c1)O[C@@H](CN(C)CC1CCOCC1)[C@@H](C)CN([C@@H](C)CO)S2(=O)=O,-4[16.7 µM],.,-6,0,.,-4,7
CO[C@@H]1CN(C)C(=O)c2cc(NC(=O)C3CCCC3)ccc2OC[C@@H](C)N(C)C[C@H]1C,-1[16.7 µM],4,0,0,-6,11,-9
Cn1c(SCC(=O)Nc2ccc3c(c2)OCCO3)nnc1-c1cccnc1,-2,4,-6,-2,4,-2,-2
CCCNC(=O)N(C)C[C@@H]1Oc2ncc(C#CCC(C)C)cc2C(=O)N([C@H](C)CO)C[C@@H]1C,-1[16.7 µM],6,-3,1,-3,-9,-3
Cc1cc(C)cc(NC(=O)Cn2nnc(C(=O)NCc3ccco3)c2N)c1,.,7,-6,-12,1,-4,-14
CCN1CCN(C(=O)C23CCC(C)(C(=O)C2Br)C3(C)C)CC1 (configuration not stated),1,-3,1,-1,-1,2,-4
CCOc1ncccc1C(=O)NCc1ccccc1Cl,-11,-2,-7,-1,0,-5,-2
O=c1[nH]cnc(O)c1Nc1cccc(Cl)c1,1,6,1,0,.,-2,-6
COc1ccc(N2CCN(S(=O)(=O)c3cc(C)ccc3OC)CC2)cc1,4,0,.,.,0,.,-6
O=C(O)C1C2CCC(O2)C1C(=O)Nc1ccc(F)cc1 (configuration not stated),.,13,.,.,-2,.,-19
CN(CCOc1ccc(Cl)cc1)C(=O)c1cc(-c2ccco2)nc2ccccc12,0,-7,-14,2,-2,-29,3
Cc1sc(NC(=O)CN2CCOCC2)c(C(=O)c2ccccc2)c1C,5,.,2,0,.,3,6
Cc1[nH]n2c(=O)c3c(nc2c1-c1ccccc1)CCC3,-5,.,-7,-1,.,18,59*
COc1ccc(NC(=O)C[C@H]2C(=O)N(CCc3ccccc3)C[C@@H]2Cc2ccccc2)cc1,0,0,-3,-1,-8,4,.
COCc1nc2oc3ccc(C)cc3c(=O)c2cc1C(=O)OC,-12,3,16,0,-7,-7,1
CCCNC(=O)[C@@H]1[C@@H](CO)[C@@H]2Cn3c(ccc(-c4ccccc4)c3=O)[C@@H]2N1C(=O)c1ccccc1F,1[16.7 µM],-2,1,-1,-17,-4,-13
COc1cccc(S(=O)(=O)N2CCCCN3[C@@H](CO)[C@@H](c4ccc(-c5cccnc5)cc4)[C@@H]3C2)c1,-6[16.7 µM],-2,1,0,2,-11,9

An excerpt of these results, with values under each structure:
Second line of a record – miR-122 sensor	ERp5 block	esBAF inh	Cneo AK release	SIRT5 inh	C2C12 statin	ARNT TACC3 PPI
Cc1[nH]n2c(=O)c3c(nc2c1-c1ccccc1)CCC3
→ -5	.	-7	-1	.	18	59*
CCCNC(=O)N(C)C[C@@H]1Oc2ncc(C#CCC(C)C)cc2C(=O)N([C@H](C)CO)C[C@@H]1C
→ -1[16.7 µM]	6	-3	1	-3	-9	-3
Cn1c(SCC(=O)Nc2ccc3c(c2)OCCO3)nnc1-c1cccnc1
→ -2	4	-6	-2	4	-2	-2

(continued)
canonical_smiles,miR-122 sensor,ERp5 block,esBAF inh,Cneo AK release,SIRT5 inh,C2C12 statin,ARNT TACC3 PPI
Cc1ccc(CNC(=O)C2CSC3(C)CCC(=O)N23)cc1 (configuration not stated),2,1,-9,-1,-1,1,-13
COCCn1nnnc1C(c1cccs1)N1CCCC(C)C1 (configuration not stated),3,0,5,1,-3,-11,-6
O=C1Nc2ccccc2C1C(C[N+](=O)[O-])c1ccccc1 (configuration not stated),1,-2,1,3,-8,0,-2
COc1ccc(C2CC(c3cccc([N+](=O)[O-])c3)=NN2/C(C)=C/C(C)=O)cc1 (configuration not stated),.,0,?,1,.,-8,.
CN(Cc1cccs1)C(=O)c1ccc(S(=O)(=O)NCc2ccco2)cc1,6,1,-9,.,-3,9,3
Cc1cc(OCc2cc(C(=O)N(Cc3nccn3C)C(C)C)no2)cc(C)c1Cl,-4,3,36,7,0,15,10
Cc1ccc(C(=O)N/N=C\C2CC=CCC2)cc1[N+](=O)[O-] (configuration not stated),.,-7,.,-2,1,.,8
COCC(=O)N1CC[C@@H]2[C@@H](CO)Nc3ccc(-c4cccc(C(=O)N(C)C)c4)cc3[C@@H]21,-13[16.7 µM],.,0,-12,.,5,-15
Cc1cccc(NC(=S)Nc2ccc(N3CCOCC3)cc2)c1C,1,.,.,-9,.,.,3
O=C(Oc1ccc(C(=S)N2CCC(O)CC2)cc1)c1ccc(Cl)cc1,.,4,.,.,-3,.,-1
Cc1ccccc1NC(=O)COC(=O)CCC(=O)c1cccs1,14,-1,-1,-1,15*,8,-5
CCc1ccccc1OCC(=O)Nc1nc(-c2cccnc2)cs1,1,-3,1,-2,-4,7,7
Cc1ccc(S(=O)(=O)N2CCOCC2)cc1C(=O)OCc1nnc(-c2ccccc2)o1,-2,-2,13,-1,1,-6,-3
COc1ccc(NS(=O)(=O)c2cc3c4c(c2)CCN4C(=O)CC3)cc1OC,52,.,3,.,.,11,0
C[C@@H]1CN([C@@H](C)CO)C(=O)c2cccc(NC(=O)c3cnccn3)c2O[C@H]1CN(C)CC1CC1,-4[16.7 µM],0,3,4,1,-5,4
C=CCn1c(COc2ccc(F)cc2)nnc1SCC(=O)NC1CCCC1,-9,7,-4,0,-4,-14,-1
CNC(=O)N1c2ccccc2CCc2ccccc21,-5,1,2,2,-1,2,-1
Cc1ccc(S(=O)(=O)N2CCCC(C(=O)O)C2)s1 (configuration not stated),4,18,-3,-2,.,2,-10
Cn1cnnc1SCC(=O)Nc1ccc(OCc2ccccc2)cc1,.,1,.,.,1,.,0
COc1ccc2nc(N)sc2c1,-5,.,7,-6,.,3,-6

canonical_smiles,miR-122 sensor,ERp5 block,esBAF inh,Cneo AK release,SIRT5 inh,C2C12 statin,ARNT TACC3 PPI
Cc1ccc(NC(=O)CN(C)C(=O)COC(=O)c2nc3nccc(C)n3n2)cc1,-5,-5,-4,-1,-5,0,.
COC(=O)c1ccc(Cn2nc(C)c([N+](=O)[O-])c2C)o1,.,0,.,.,-2,.,-5
CC(=O)N1c2ccc(S(=O)(=O)NCCC(=O)NCc3ccc(Cl)cc3)cc2CC1C (configuration not stated),0,.,2,-1,-4,12,2
COc1ccc(CN2C[C@@H](C)[C@@H](OC)CN(C)C(=O)c3cc(NC(C)=O)ccc3OC[C@H]2C)cc1,-15[16.7 µM],1,3,4,-11,0,-5
c1cn(CCCNc2ncnc3sc4c(c23)CCC4)cn1,.,.,0,5,.,8,2
Cc1ccc2nc(COC(=O)c3cnccn3)cc(=O)n2c1,-2,3,2,-1,-1,5,5
CCc1nnc(NC(=O)Nc2ccccc2OC)s1,10,.,?,-2,.,2,-22
COc1ccc(-n2nnnc2C(c2ccnc3ccccc23)N2CCN(C/C=C/c3ccccc3)CC2)cc1 (configuration not stated),-3,-1,-10,25,-5,-3,.
Cc1cccc(C)c1NC(=O)CN1C(=O)CCSc2ccc(S(=O)(=O)N3CCCC3)cc21,1,4,-4,0,-2,-9,0
